GAA inhib: alpha-glucosidase (human) inhibition; P10253; purified human GAA, 4-MU-alpha-glucoside fluorescence; Potency, µM (titrated, usually from 76.9 µM), for the others: at the top dose activity change, negative = inhibition, most hits filed as inhibitors; 200,000 tested, 0.005% active; AID 1466;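 further: plate controls were uninhibited enzyme wells for no effect and no-enzyme background for full effect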
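Endpoint fluorogenic read: 20 min room-temperature reaction of 4 nM human alpha-glucosidase with 400 uM 4-methylumbelliferyl-alpha-D-pyranoside, pH 5.0, quenched with 1M NaOH/1M glycine pH 10. AC50 from Hill modeling.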
TR SRC2 fluor cs: counter-screen for TRb-SRC2 inhibitors: fluorescence interference | AID 1479 | Potency, µM (doses to about 106 µM), for inactives: at the top dose fluorescence change, negative = quenching | TRb/SRC2 Texas Red total fluorescence interference | 280,000 tested, 0.29% active; active means well fitted curve in either direction with a large enough effect; inconclusive means small, poorly fitted or top-dose-only effect
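Human TRb ligand-binding domain at 0.6 uM with 20 nM Texas Red SRC2 peptide in Tris buffer containing 1 uM T3 and 5% DMSO, incubated with compound 5 h at ambient temperature. Total fluorescence (555/632 nm) calculated as parallel + 2 × perpendicular.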
GoLoco inh red: RGS12 GoLoco-Gai1 interaction inhibition; P63096; Gai1:RGS12 GoLoco peptide FP, rhodamine, 10 min; Potency, µM (highest dose often 61.6 µM), inactives show at the top dose activity, negative = inhibition, actives largely listed as inhibitors; 230,000 tested, 0.44% active; active means well fitted inhibition curve with a large enough effect, not every such curve was filed as active; inactive means no such curve, though single readings can be large or run the other way; further: nearly all actives have a fitted effect of over 30% in size; many of its hits are not listed in these tables
Target sequence (P63096 whole entry, looked up): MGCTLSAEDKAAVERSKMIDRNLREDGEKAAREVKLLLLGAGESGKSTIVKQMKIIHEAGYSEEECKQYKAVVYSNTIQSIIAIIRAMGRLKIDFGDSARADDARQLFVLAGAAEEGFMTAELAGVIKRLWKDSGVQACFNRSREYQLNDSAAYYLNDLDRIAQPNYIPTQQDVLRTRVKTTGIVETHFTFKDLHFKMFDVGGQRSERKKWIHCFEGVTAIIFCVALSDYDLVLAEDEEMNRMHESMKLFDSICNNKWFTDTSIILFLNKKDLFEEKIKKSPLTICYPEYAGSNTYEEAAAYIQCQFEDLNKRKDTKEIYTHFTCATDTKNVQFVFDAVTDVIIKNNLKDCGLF
TRb-SRC2 inh: inhibitors of human thyroid hormone receptor beta-SRC2 interaction. 280,000 tested, 0.065% active. P10828. TRbeta-SRC2 peptide binding, fluorescence polarization; receptor liganded with 1 µM T3. Potency, µM (titrated, usually from 106 µM), without a hit: at the highest dose activity change, negative = inhibition, most hits filed as inhibitors. AID 1469;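 further: plate controls were bound peptide for no effect and peptide without receptor for full effect; nearly all actives have a fitted effect of over 50% in size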
Target sequence (P10828 whole entry, looked up): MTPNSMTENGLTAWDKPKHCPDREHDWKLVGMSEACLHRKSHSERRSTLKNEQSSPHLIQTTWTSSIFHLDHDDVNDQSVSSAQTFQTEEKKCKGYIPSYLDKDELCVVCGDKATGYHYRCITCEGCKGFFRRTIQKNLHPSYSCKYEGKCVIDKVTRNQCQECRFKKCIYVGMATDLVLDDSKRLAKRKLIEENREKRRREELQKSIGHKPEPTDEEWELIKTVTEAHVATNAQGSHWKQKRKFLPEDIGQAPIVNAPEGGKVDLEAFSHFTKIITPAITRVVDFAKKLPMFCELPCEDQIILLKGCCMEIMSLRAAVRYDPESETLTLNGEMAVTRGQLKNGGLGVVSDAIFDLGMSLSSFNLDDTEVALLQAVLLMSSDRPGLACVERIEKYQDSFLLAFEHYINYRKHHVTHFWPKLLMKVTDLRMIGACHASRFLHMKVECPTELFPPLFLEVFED
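Assay buffer: 20 mM Tris-HCl, 100 mM NaCl, 10% glycerol, 1 mM EDTA, 0.01% NP-40, 1 mM DTT, 1 uM T3, 5% DMSO; TRb LBD 0.6 uM, Texas Red SRC2 20 nM; FP after 5 hr.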
GAA spleen mod: inhibitors or activators of human alpha-glucosidase in spleen homogenate; human spleen homogenate, 4-MU-alpha-glucoside fluorescence; Potency, µM (titrated, usually from 79.9 µM), for inactives: top-dose activity change, negative = inhibition, hits mostly inhibitors; 240,000 tested, 0.006% active;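 further: 0% = enzyme with vehicle and -100% = no enzyme basal signal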
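Human spleen homogenate (1 ug) incubated with compounds and 1 mM 4-methylumbelliferyl-alpha-D-glucopyranoside in pH 5.0 citrate/phosphate buffer, 37 C, 40 min. Stopped at pH 10; 4-MU fluorescence (Ex 365/Em 440 nm); AC50 by Hill fit.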
L3MBTL1 inh: blocks human L3MBTL1; AlphaScreen L3MBTL1–H3K9me1 peptide binding; Potency, µM (doses to about 57.1 µM), for inactives: at the highest dose activity, negative = inhibition, hits mostly inhibitors; Q9Y468; 230,000 tested, 0.66% active; further: nearly all actives have a fitted effect of over 60% in size
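Read-out is AlphaScreen signal from streptavidin donor and nickel chelate acceptor beads (10 ug/mL final each) bridging L3MBTL1 (50 nM) and biotinylated K9-monomethylated H3(1-15) peptide (75 nM), after 30 min compound exposure at room temperature.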
RECQ1 inh: inhibitors of human RECQ1 DNA helicase. AID 2549. RECQ1 DNA unwinding, red fluorescence kinetic read. 240,000 tested, 0.54% active. Potency, µM (titrated, usually from 57.3 µM), for inactives: at the highest dose activity, negative = inhibition, hits mostly inhibitors. P46063;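 further: plate controls were vehicle for no effect and no enzyme for full effect; nearly all actives have a fitted effect of over 30% in size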
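RECQ1T1 50 nM; forked duplex (20 bp + 30-nt ss tails) 200 nM, ATP 2 mM final; pH 8.0, 2 mM MgCl2, 2.5 ug/ml poly(dI-dC); 15 min compound preincubation; discontinuous kinetic read over 2 h at RT.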
GAA glycogen: inhibitors or activators of human alpha-glucosidase glycogen cleavage; P10253; recombinant GAA, glycogen substrate, Amplex Red glucose oxidase fluorescence; Potency, µM (titrated, usually from 76.4 µM), without a hit: at the top dose activity change, negative = inhibition, actives largely listed as inhibitors; 300,000 tested, 0.38% active; AID 2100;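 further: 0% = full enzyme reaction and -100% = no-enzyme basal signal; the screen sought inhibitors and activators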
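Natural-substrate format: glycogen cleavage by 4 nM human enzyme, glucose read by Amplex Red coupling (Ex 573, Em 610 nm). Normalized to enzyme and no-enzyme controls.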
* marks the source's active call; other numbers are inactive results; i = inactive; ? = inconclusive; / = no result given; & = joins results of further samples; ! = not active in a repeat; [ ] = remark or other dose. Unless noted, the call rests on the fitted dose curve; in most records, active means well fitted curve in the direction sought with a large enough effect; inconclusive means small, poorly fitted or top-dose-only effect, or another doubt; inactive means no such curve, though single readings can be large; an effect the other way counts as inactive or inconclusive. Unless noted, on the % scale 0 is the no-effect control and ±100 the full control effect; potency means the concentration at half of the fitted maximal effect. A portion of the library; the hit share may differ from the screen's.

mol	GAA inhib	TR SRC2 fluor cs	GoLoco inh red	TRb-SRC2 inh	GAA spleen mod	L3MBTL1 inh	RECQ1 inh	GAA glycogen
CC1CN(c2ccc([N+](=O)[O-])c(N3CCCCC3)c2)CCN1 (configuration not stated)	/	-2.2%	-9.9%	1.0%	-21.0%	-11.7%	-3.5%	5.4%
CCN(CC)CCN=Cc1c(O)n(CCC2=CCCCC2)c(=O)[nH]c1=O	0.8%	2.5%	26.7%	-8.5%	-0.4%	/	-1.6%	-9.6%
COCCOC(=O)c1c(N)n(Cc2ccc(OC)cc2)c2nc3ccccc3nc12	?	-2.3%	12.0%	-1.3%	26.9%	/	0.7%	5.5%
Cc1c(N=Cc2c(O)n(Cc3ccccc3)c(=O)[nH]c2=O)c(=O)n(-c2ccccc2)n1C	-3.9%	-2.6%	-0.3%	-3.7%	-0.6%	4.2%	-1.4%	1.9%
ClCCBr	/	0.2%	7.8%	0.3%	-2.3%	/	-7.4%	/
O=c1c2cc(Cl)cc(Cl)c2nc(CN2CCOCC2)n1-c1ccccc1F	-6.5%	-0.3%	14.6%	-20.1%	-5.5%	/	i	-0.2%
COc1ccc(NC(=S)NC(NC(=O)CF)C(Cl)(Cl)Cl)c([N+](=O)[O-])c1 (configuration not stated)	1.5%	-1.0%	-4.1%	0.2%	-2.2%	-3.8%	2.9%	3.2%
O=C1c2ccccc2C(=O)N1Cc1nc2ccccc2c(=O)n1-c1ccccn1	0.6%	-5.8%	-2.3%	1.6%	-11.1%	-2.2%	i	0.0%
CN1CCN(/N=C/c2c[nH]c3ccccc23)CC1	/	-0.2%	0.5%	-1.4%	-1.6%	-3.9%	-3.1%	-24.3%
CCOC(=O)c1ncn2c1[C@H]1CCCN1C(=O)c1cc(OC)ccc1-2	/	-0.4%	5.8%	0.8%	0.8%	/	-4.8%	/
NC(CC(=O)O)C1CCCCC1 (configuration not stated)	-6.9%	-0.5%	-1.9%	0.3%	5.8%	3.2%	1.7%	27.7%
COP(=S)(OC)Oc1ccc([N+](=O)[O-])c(C)c1	/	-0.9%	/	-2.5%	-6.8%	/	3.8%	/
CCCCn1c(O)c(C=Nc2c(C)n(C)n(-c3ccccc3)c2=O)c(=O)[nH]c1=O	-7.1%	1.4%	-1.4%	-5.6%	-0.3%	2.5%	-2.3%	-3.8%
Cc1ccc(-n2c(O)c(/C=N/Nc3ccccc3)c(=O)[nH]c2=O)cc1C	-4.8%	-3.9%	11.6%	-4.8%	-3.0%	-16.0%	-11.5%	?
CCN(CC)C(=O)c1ccc(NC(=O)CSc2nnnn2-c2cc(OC)ccc2OC)cc1	11.2%	3.3%	6.8%	-9.5%	-0.5%	/	i	-2.4%
CC/C(=N\N1CCCCCC1)c1c(O)n(-c2ccc(C)cc2)c(=O)[nH]c1=O	-15.3%	2.4%	16.9%	-1.8%	-4.4%	-12.3%	-2.2%	-4.5%
CCCCCCCCC(=O)NCc1ccc(O)c(OC)c1	/	5.9%	2.5%&5.2%&1.9%	3.1%	2.1%&1.5%	-5.5%	-1.8%&-1.2%	/
Cc1ccccc1-n1c(O)c(/C=N/NC(=O)c2ccccc2O)c(=O)[nH]c1=S	/	-5.3%	127.9%[activator]	5.9%	6.1%	?	-2.1%	-19.1%
CCCCN=Cc1c(O)n(-c2c(C)cc(C)cc2C)c(=O)[nH]c1=O	-4.6%	-4.0%	2.8%	1.6%	-12.4%	/	-9.5%	-1.0%
CN(C)C(=O)Oc1ccc2ccccc2c1Cl	-7.5%	0.5%	99.6%	-6.9%	-9.4%	/	-0.2%	4.7%
NCCc1c[nH]c2ccc(F)cc12	10.0%	-0.5%	14.8%	6.5%	8.2%	4.0%	-15.4%	3.5%
CCOc1cccc(OCC)c2c(C)[n+](CC3CCCO3)c(C)c1-2 (configuration not stated)	-3.7%	-9.8%	1.9%	-21.4%	-19.9%	/	?	-10.5%
O=c1c2ccccc2[nH]c(=S)n1-c1ccc2c(c1)OCCO2	/	-4.9%	3.4%	2.5%	-1.3%	/	-4.6%	0.8%
CCOC(=O)C1=C(N)OC2=C(C(=O)CCC2)C12C(=O)N1c3c(ccc(C)c32)C(C)=CC1(C)C (configuration not stated)	?	-1.5%	1.4%	2.3%	1.0%	18.5%[11.4 µM]	-2.7%	-0.5%
CON(C)C(=O)Nc1ccc(Br)c(Cl)c1	/	-5.7%	/	3.8%	2.4%	/	-9.0%	/
CCCCn1c(O)c(C(C)=NCCc2c[nH]c3ccccc23)c(=O)[nH]c1=O	/	-1.1%	4.0%	2.5%	1.7%	-8.3%	-10.6%	-8.7%
COC(=O)c1ccccc1-n1c(C)nc2ccccc2c1=O	4.0%	0.1%	-2.4%	-9.2%	3.5%	-12.2%	-9.6%	6.2%
CC(=O)OCC[N+](C)(C)C	-0.6%&-9.2%[15.4 µM]	-0.4%&1.1%&0.7%&-1.0%&1.5%	3.7%&2.7%&-7.7%&6.2%	2.1%&4.7%&5.3%&-0.6%&-0.3%	1.7%&20.8%&-1.8%&-1.6%&-7.9%	-4.9%&2.2%&1.8%	-13.5%&8.1%&-8.7%	9.92µM*!
Cc1nn(Cc2ccccc2)c(Cl)c1C(=O)OCC(=O)N1CCCC1	-3.3%	-1.6%	-7.9%	5.3%	0.6%	/	7.5%	7.3%
CCc1c(C)nc(N)nc1N1N=C1SC(C(C)=O)C(C)=O	2.3%	-2.9%	1.3%	6.8%	-8.7%	8.5%	i	-8.8%
CC(C)NC[C@@H](O)COc1cccc2[nH]ccc12	/	?	15.1%	1.7%	10.7%	/	10.3%[25.9 µM]	/
O=C(N/N=C/c1c(O)n(CCC2=CCCCC2)c(=O)[nH]c1=O)c1ccccc1	-6.5%	?	3.1%	-5.5%	-9.4%	3.9%	-7.8%	14.1%
CC(C)c1ccc(-n2c(O)c(/C=N/N3CCOCC3)c(=O)[nH]c2=S)cc1	/	-4.5%	8.1%	-3.3%	3.2%	/	-8.8%	-3.5%
Nc1ccc([As](=O)(O)O)cc1	-10.0%[15.4 µM]	-2.6%	2.0%&-3.0%	6.7%	3.3%&6.7%	7.8%	12.5%&-7.5%	-1.9%
CC1OC(=O)C(C(C)C)NC(=O)C(C(C)C)OC(=O)C(C(C)C)NC(=O)C(C)OC(=O)C(C(C)C)NC(=O)C(C(C)C)OC(=O)C(C(C)C)NC(=O)C(C)OC(=O)C(C(C)C)NC(=O)C(C(C)C)OC(=O)C(C(C)C)NC1=O (configuration not stated)	/	0.2%&-0.9%	6.3%&-5.2%	1.5%&-1.7%	2.0%&11.8%	/	6.6%&1.0%	/
COc1ccc(CN2CCNC(=O)C2CC(=O)N(C)Cc2ccncn2)c(OC)c1 (configuration not stated)	2.1%	-0.1%	-19.7%	-3.0%	-4.8%	0.8%	-3.4%	?
COc1ccc(N2C(=O)CC(=O)NC2=O)cc1	-24.0%	-2.8%	8.6%	-4.0%	-6.0%	-9.6%	3.8%	1.5%
O=C1OCc2cc(N=Nc3c(O)[nH]c(=O)[nH]c3=O)ccc21	-1.1%[15.4 µM]	-2.7%	2.2%	1.8%	7.5%	6.1%	-8.9%	-5.4%
CCCCCCCCCCCCCC(=O)O[C@@H]1[C@@H](C)[C@@]2(O)[C@H](C=C(CO)C[C@]3(O)C(=O)C(C)=C[C@@H]23)[C@@H]2C(C)(C)C12OC(C)=O (some centres not stated)	/	0.1%	3.6%	2.5%	1.8%	/	18.0%	/
CC(C)c1ccc2c(c1O)CCC1C3=C(CC[C@]21C)C(=O)OC3 (some centres not stated)	/	-5.8%	6.5%	-7.5%	3.8%	/	i	/
CCN1CC2([N+](=O)[O-])CC=C(Cl)C([N+](=O)[O-])(C1)C2 (configuration not stated)	13.5%	-2.8%	-7.1%	-3.3%	-0.2%	1.7%	19.1%	-0.9%
CNCC(O)c1ccc(O)cc1 (configuration not stated)	4.3%[15.4 µM]	-3.8%&0.8%&-2.0%	10.6%&-10.9%&1.6%	-4.1%&4.3%&-8.8%	-0.6%&10.0%&2.9%	-15.4%	2.1%&-2.6%	-5.5%
CC/C=C\C/C=C\C/C=C\C/C=C\C/C=C\CCCC(N)=O	/	-2.0%	2.2%	-4.2%	-2.6%	/	-1.2%	/
O=c1[nH]c(=S)n(C2CC2)c(O)c1C=NCCc1ccccc1	2.3%[15.4 µM]	-1.6%	-3.5%	-3.3%	-2.6%	7.1%	-0.7%	-3.4%
CSc1ccc(CNC(C)C(O)c2ccccc2)cc1 (configuration not stated)	5.9%	-0.8%	-20.9%	3.9%	-0.9%	-2.4%	i	1.2%
N=C1SCC(=O)N1Cc1ccccc1	-0.3%	-0.1%	6.0%	1.4%	-11.0%	/	-0.1%	2.1%
C=CCN1CCC23c4c5ccc(O)c4OC2/C(=N/N=C2\CCC4(O)C6Cc7ccc(O)c8c7C4(CCN6CC=C)C2O8)CCC3(O)C1C5 (configuration not stated)	/	-2.1%	-5.5%	3.6%	6.0%	/	3.7%	/
CCc1sc(C(=O)N2CCC3(CC2)OCCO3)cc1Br	?	-5.4%	8.2%	6.4%	-5.3%	/	-5.0%	-2.6%
CCC(CC)C(=O)NC1CCSC1=O (configuration not stated)	0.4%	-0.3%	0.8%	0.3%	6.8%	8.2%	i	4.9%
COC(=O)[C@H]1[C@@H](c2ccccc2)[C@@]2(c3ccccc3)Oc3ccccc3[C@@]1(O)[C@@H]2O	/	-2.6%[11.2 µM]	/	1.6%[11.2 µM]	-2.5%[17.4 µM]	/	4.7%[11.5 µM]	/
Cc1c(C(=O)N2CCC3(CC2)OCCO3)sc2ncnc(N3CCc4ccccc4C3)c12	-4.5%	-0.9%	2.4%	-7.9%	-2.3%	/	-0.1%	-1.2%
